# PAX8 reporter = lowers PAX8-driven luciferase in RMG-I cells; 1.2% of 360,000 active; inhibition, % at 12.6 µM; RMG-I TPO-luciferase reporter, SteadyGlo, 24 h; AID 652154;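 active means mean replicate inhibition at least 60% with every replicate also reaching 60%; inconclusive means only one of the two criteria is met; inactive means mean below 60% and not all replicates reaching 60%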;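 further: luciferase light reporting Pax8 driven TPO promoter activity; plate controls were median of neutral control wells for no effect and mitoxantrone controls for full effect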
# PglD DTNB = inhibitors of Campylobacter jejuni PglD acetyltransferase; 0.098% of 360,000 active; purified PglD enzyme, DTNB colorimetric CoA detection; AID 602405; inhibition, % at 12.5 µM; in the data active means inhibition above about 16%, passing the limit was not always enough; inconclusive means no clear call, values can overlap the other calls; further: strong numbers were not always called active
# S100A4 inh HTS = blocks human S100A4 binding to myosin IIA peptide | inhibition, % at 10.7 µM | AID 652163 | 0.14% of 360,000 active | S100A4/TAMRA-MyoIIA peptide fluorescence polarization | P26447;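 active means mean inhibition of at least 70% across replicates, with every replicate also reaching that level; inconclusive means mean inhibition reaches 70% but some replicates fall short; inactive means mean inhibition below 70%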
# Target sequence (P26447 whole entry, looked up): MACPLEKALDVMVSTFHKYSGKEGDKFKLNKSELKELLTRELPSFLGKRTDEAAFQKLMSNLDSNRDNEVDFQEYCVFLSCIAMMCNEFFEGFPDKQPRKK
#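 incubation = readout 5 min after mixing, signal stable up to 60 min | system = S100A4 monomer protein | buffer or medium = HEPES pH 7.2 with CaCl2, KCl, NaCl, DTT, Triton | benchmarks = neutral control DMSO, positive control TFP | also added = fluorescent myosin IIA peptide, 5 nM | compound dosing = one concentration per compound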
# FN deposition inh = fibronectin deposition inhibition; inhibition, % at 12.6 µM; 0.086% of 350,000 active; AH1F fibroblasts, Alexa488-fibronectin deposition fluorescence, overnight; AID 743247;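 active means mean inhibition across replicates of 30% or more, regardless of how many single replicates reach that level; inconclusive means mean under 30% yet at least half of replicates reach 30%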;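 further: positive control wells lacked labelled fibronectin entirely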
#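 Assay system: AH1F fibroblasts / Quantity: 10000 cells per well / Medium: DMEM plus 2% serum, read in PBS / Reagent: labelled fibronectin 24 nM / Dosing: single dose, pinned / Times: 1 h cell attachment, overnight exposure to compound and label / Signal: fluorescence, ex 485 nm, em 525 nm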
# LGR2 inh = blocks bursicon-induced cAMP signaling via Drosophila LGR2; HEK293 LGR2, CRE-luciferase, bursicon-stimulated, 4 h; inhibition, % at 9.99 µM; 0.35% of 380,000 active;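 active means drop in luminescence signal, shown as inhibition above about 50% in the replicate tests, limit read from the data, passing the limit was not always enough; inconclusive means probably only some replicates passing the limit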;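 further: agonist challenge used bursicon conditioned medium at about half maximal strength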
# PGC1a acetyl inh = modulators of PGC1a acetylation; 0.17% of 350,000 active; inhibition, % at 15.6 µM; U2OS PGC1a acetylation, AlphaScreen anti-acetyl-lysine; with virally co-expressed GCN5 acetyltransferase;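 active means every replicate shows inhibition of at least 40%; inconclusive means mean inhibition at least 40% but some replicate below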;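 further: 0% = neutral control wells and 100% = positive control wells; some results beyond the cut were filed as inactive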
# EWS-Fli block = EWS/Fli transcriptional activity inhibition. 0.67% of 350,000 active. inhibition, % at 12.6 µM. A673 NR0B1-luciferase reporter, viability-normalised. AID 651661;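 active means mean inhibition of at least 50% after viability correction, with every replicate also passing that limit; inconclusive means mean reaches 50% but only one of two replicates passes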;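 further: firefly luciferase signal divided by Alamar Blue viability fluorescence both relative to DMSO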
# ERAP1 inh = blocks human ERAP1 aminopeptidase activity | inhibition, % at 10.7 µM | recombinant ERAP1, Leu-AMC fluorescence, 60 min | 0.15% of 340,000 active;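 active means mean replicate inhibition of at least 30%, or all replicates individually reaching that 30% level; inactive means mean below 30% and not every replicate reaching it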;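 further: 0% = neutral control wells and 100% = L-leucinethiol positive control wells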
# Target sequence (Q9NZ08 whole entry, looked up): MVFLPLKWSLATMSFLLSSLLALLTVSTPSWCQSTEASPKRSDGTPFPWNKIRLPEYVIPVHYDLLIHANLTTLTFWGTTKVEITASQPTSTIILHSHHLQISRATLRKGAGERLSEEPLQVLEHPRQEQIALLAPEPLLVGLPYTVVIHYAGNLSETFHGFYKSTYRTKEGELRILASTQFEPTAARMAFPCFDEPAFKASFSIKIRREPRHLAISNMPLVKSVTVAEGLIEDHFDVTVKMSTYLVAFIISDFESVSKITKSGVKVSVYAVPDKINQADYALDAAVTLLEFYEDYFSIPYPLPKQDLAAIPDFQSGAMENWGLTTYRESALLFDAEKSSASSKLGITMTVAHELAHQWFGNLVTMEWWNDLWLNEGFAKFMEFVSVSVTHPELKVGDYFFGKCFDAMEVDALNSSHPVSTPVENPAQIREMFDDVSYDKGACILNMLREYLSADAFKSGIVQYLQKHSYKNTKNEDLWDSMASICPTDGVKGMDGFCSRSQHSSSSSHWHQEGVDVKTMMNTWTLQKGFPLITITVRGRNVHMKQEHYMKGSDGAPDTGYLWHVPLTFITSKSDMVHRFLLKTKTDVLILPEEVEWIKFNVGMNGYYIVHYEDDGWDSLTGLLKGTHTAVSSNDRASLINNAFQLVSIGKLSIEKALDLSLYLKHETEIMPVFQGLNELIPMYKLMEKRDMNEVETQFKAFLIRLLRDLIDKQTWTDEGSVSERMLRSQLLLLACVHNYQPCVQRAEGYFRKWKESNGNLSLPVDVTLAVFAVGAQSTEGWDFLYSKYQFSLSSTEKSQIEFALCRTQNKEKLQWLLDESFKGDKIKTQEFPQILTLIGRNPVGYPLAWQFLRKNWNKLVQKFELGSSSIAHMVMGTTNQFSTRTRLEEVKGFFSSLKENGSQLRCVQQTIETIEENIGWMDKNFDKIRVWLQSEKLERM
# * marks the source's active call; other numbers are inactive results; u = inconclusive; x = not tested or not shown. Outcome played no part in choosing rows; overall some 2.1% were active at least once.
# Results follow in this order: PGC1a acetyl inh	PglD DTNB	EWS-Fli block	S100A4 inh HTS	PAX8 reporter	ERAP1 inh	FN deposition inh	LGR2 inh
- COC(=O)C[C@H]1CC[C@@H]2[C@@H](COc3ccc(NS(=O)(=O)c4cccc(F)c4)cc3C(=O)N2C)O1
    -3	19	7	1	-8	6	-3	-2
- CCOc1ccc(C2CC(=O)NC(SCC(=O)OC)=C2C#N)cc1 (stereo unspecified)
    -1	1	-2	0	11	3	-14	13
- Cc1c(C(=O)O)oc2c1/C(=N\O)CCC2
    x	x	14	-5	15	1	5	-5
- C[C@H]1CN([C@@H](C)CO)C(=O)c2cc(C3=CCCCC3)cnc2O[C@@H]1CN(C)C(=O)NC1CCCC1
    -1	12	-6	-30	x	-1	x	3
- CCc1ccccc1-n1c(SCC(=O)N2CCCC2)nc2[nH]ncc2c1=O
    -13	x	11	-2	-2	-1	9	-2
- COc1ccccc1NS(=O)(=O)c1cccc(NC(=O)Nc2ccc(Cl)cc2)c1
    x	x	-23	-2	0	2	0	32
- Cc1cc(NC(=O)C2CCC2)n(-c2ccccn2)n1
    0	0	x	1	-21	8	9	-14
- Cc1noc(C)c1NC(=O)N(C)C[C@@H]1OCCCC[C@@H](C)Oc2ccc(NC(=O)Nc3cccc4ccccc34)cc2C(=O)N([C@H](C)CO)C[C@@H]1C
    6	3	-18	x	-10	x	x	6
- COc1ccc(S(=O)(=O)N[C@@H]2C=C[C@@H](CC(=O)NCc3ccccc3F)O[C@@H]2CO)cc1
    -5	4	-6	6	17	-9	-9	-8
- COc1ccc2cc(C(=O)C3CCCN(C(=O)c4cnccn4)C3)ccc2c1 (stereo unspecified)
    -4	-6	-11	-1	-49	-2	-3	15
- O=C(NC1CCCC1)N[C@H]1C=C[C@@H](CC(=O)N2CCOCC2)O[C@H]1CO
    -1	-4	1	-5	9	-1	6	-14
- COC(=O)c1cc(-c2ccccc2)n[nH]1
    -13	7	x	x	-9	x	10	x
- COc1cccc(NC(=O)N2CC(=O)N3[C@H](C2)[C@H](c2ccc(C#CCC4CCCC4)cc2)[C@@H]3CO)c1
    -11	x	6	9	44	-1	-9	16
- Cc1cccc(N(C)S(=O)(=O)c2ccc(-c3cc(C)no3)s2)c1
    -18	-1	54*	25	38	3	-12	-10
- COc1cccc(NC(=S)N2C3CCCC2CC(NC(=O)C2CC2)C3)c1 (stereo unspecified)
    x	1	5	3	4	-4	4	-5

# 2 entries from above, as tab-separated lines.
SMILES	PGC1a acetyl inh	PglD DTNB	EWS-Fli block	S100A4 inh HTS	PAX8 reporter	ERAP1 inh	FN deposition inh	LGR2 inh
Cc1noc(C)c1NC(=O)N(C)C[C@@H]1OCCCC[C@@H](C)Oc2ccc(NC(=O)Nc3cccc4ccccc34)cc2C(=O)N([C@H](C)CO)C[C@@H]1C	6	3	-18	x	-10	x	x	6
COc1ccc(S(=O)(=O)N[C@@H]2C=C[C@@H](CC(=O)NCc3ccccc3F)O[C@@H]2CO)cc1	-5	4	-6	6	17	-9	-9	-8

# Taken from above:
# For S100A4 inh HTS, COC(=O)C[C@H]1CC[C@@H]2[C@@H](COc3ccc(NS(=O)(=O)c4cccc(F)c4)cc3C(=O)N2C)O1 has 1
# For LGR2 inh, Cc1noc(C)c1NC(=O)N(C)C[C@@H]1OCCCC[C@@H](C)Oc2ccc(NC(=O)Nc3cccc4ccccc34)cc2C(=O)N([C@H](C)CO)C[C@@H]1C has 6

# (further entries)
# Results follow in this order: PGC1a acetyl inh	PglD DTNB	EWS-Fli block	S100A4 inh HTS	PAX8 reporter	ERAP1 inh	FN deposition inh	LGR2 inh
- CSC1=NCCN1S(=O)(=O)c1ccc(Cl)cc1
    x	x	4	-3	13	2	7	-4
- CSc1ccc(CN2CCC2(C)C(=O)Nc2cnc3ccccc3c2)cc1 (stereo unspecified)
    x	-1	3	0	-7	-4	11	-19
- COc1ccccc1S(=O)(=O)N[C@@H]1CC[C@@H](CCn2cc(C3CCCCC3)nn2)O[C@H]1CO
    -6	-9	-3	0	11	-1	-16	7
- O=S(=O)(c1cccc(F)c1)N1CC[C@@H]2[C@H]1c1cc(C#Cc3ccccc3F)ccc1N[C@@H]2CO
    7	0	-12	-4	11	-4	-2	8
- COc1ccc2c3c(n(C)c2c1)[C@H](CO)N(C(=O)CC1CC1)CC31CN(Cc2nccs2)C1
    -3	x	0	-5	x	-1	x	-24
- CC(Sc1nnc(-c2ccccc2Br)o1)C(=O)N1CCOCC1 (stereo unspecified)
    x	3	2	17	2	0	x	4
- O=C(Nc1nc2c(Br)cc(Br)cc2c(=O)s1)C1CCC1
    x	x	6	-1	-4	-4	11	-1
- O=C(C[C@@H]1C=C[C@H](NC(=O)C2CC2)[C@H](CO)O1)Nc1ccccc1
    2	-1	-1	36	-12	-2	x	7
- COc1ccc2c3c([nH]c2c1)[C@H](CO)N(C(=O)CN(C)C)CC31CN(CC2CC2)C1
    3	x	6	1	x	9	-14	13
- CC1=NOC(=O)/C1=C\c1ccc(-c2ccccc2Br)o1
    x	x	u	-11	u	4	-10	x
- CC(C)CC#Cc1ccc([C@H]2[C@@H](CO)N3C(=O)CN(C(=O)Nc4cc(F)ccc4F)C[C@H]23)cc1
    -13	x	4	3	-1	-1	13	19
- O=C(Nc1ccc(Cl)cn1)c1cccc(S(=O)(=O)N2CCCCC2)c1
    -7	-2	1	-3	6	-2	-4	3
- CCC(=O)Nc1ccc2c(c1)OC[C@H](C)N(CC1CCOCC1)C[C@@H](C)[C@H](OC)CN(C)C2=O
    5	-3	14	22	-6	-3	-5	-7
- CC(=O)N(C)C[C@H]1Oc2cc(C#C[C@H](C)O)ccc2S(=O)(=O)N([C@@H](C)CO)C[C@H]1C
    9	6	3	-4	-7	-1	x	-8
- CCCNC(=O)c1cc2c(c(-c3cccc(-c4ccc(F)cc4)c3)n1)[C@@H](CCO)N(S(=O)C(C)(C)C)C2 (stereo partly specified)
    -39	-1	6	-7	15	1	4	-2
- CCCNC(=O)C[C@@H]1CC[C@@H]2[C@@H](COc3ccc(NC(=O)c4cccc(C(F)(F)F)c4)cc3C(=O)N2C)O1
    5	-1	5	13	2	4	2	-2
- CC(=O)N1c2ccc(S(=O)(=O)N3CCC(C(=O)N4CCN(c5cccc(C(F)(F)F)c5)CC4)CC3)cc2CC1C (stereo unspecified)
    x	2	13	-2	32	-2	-2	1
- CC(C)Oc1ccc(CNC(=S)N/N=C/c2ccc([N+](=O)[O-])cc2)cc1
    -8	-3	-1	1	x	-1	x	-6
- O=C(CCCN1C(=O)C2CC=CCC2C1=O)Nc1cccc(F)c1 (stereo unspecified)
    -2	1	x	2	16	-5	0	3
- CCOC(=O)C1=C(C)Nc2nc(C)nn2C1c1ccc(C)cc1 (stereo unspecified)
    x	-3	2	0	1	-2	21	-16
- C[C@H](CO)N1C[C@H](C)[C@@H](CN(C)Cc2cccc(F)c2)Oc2ncc(C#C[C@@H](C)O)cc2C1=O
    -8	1	-1	141*	x	-6	2	5
- C/C(Cn1cnc([N+](=O)[O-])n1)=N/NC(=O)COc1ccccc1Cl
    x	x	5	0	5	-3	-8	-17
- COc1ccc(CNc2ncnc3cc(Cl)ccc23)cc1
    x	x	12	5	27	-2	-19	-10
- CC(C)(C)C(=O)c1c(N)[nH]c(C(=O)c2ccccc2)c1-c1ccccc1Br
    x	x	-6	2	10	-5	10	-1
- CCc1ccc([C@H]2[C@@H]3C(=O)C[C@@H]4C(=O)N(C)C(=O)[C@@H]4[C@@H]3CN2S(=O)(=O)c2ccc(C)cc2)cc1
    0	0	-5	-3	1	0	-1	11
- O=C(Nc1ccccc1Cl)C1CCCN(S(=O)(=O)c2cccc3cccnc23)C1 (stereo unspecified)
    x	1	-7	19	8	0	11	1
- Cc1cccc(NC(=O)CNC(=O)c2cccs2)n1
    4	3	-9	1	-10	-4	0	-9
- CCS(=O)(=O)Nc1ccc2c(c1)C(=O)N(C)C[C@H](OC)[C@@H](C)CN(Cc1ccccn1)[C@H](C)CO2
    x	0	1	-3	-5	x	18	-16
- COc1ccc(/C=C2/C(=O)N(c3ccccc3)N=C2C)cc1OC
    12	-1	8	-1	5	-1	0	16
- O=C(CSc1nnc(-c2ccncc2)o1)NCc1ccccc1Cl
    x	x	4	-4	15	1	3	15
- C[C@H]1CN([C@@H](C)CO)C(=O)c2c(c3ccccc3n2C)-c2ccccc2CO[C@H]1CN(C)C(=O)CCC(F)(F)F
    0	3	2	2	-23	1	2	4
- CN(C)CC#Cc1ccc([C@@H]2[C@H](CO)N3CCCCN(CC4CCOCC4)C[C@@H]23)cc1
    -1	4	9	x	14	x	x	-9
- S=C(NCc1ccco1)Nc1ccc(Cl)c(Cl)c1
    6	1	-12	-4	x	-1	x	15
- COc1ccc(CN(C)C[C@@H]2Oc3ccc(NC(=O)CCN4CCOCC4)cc3C(=O)N([C@H](C)CO)C[C@H]2C)cc1
    0	-1	2	-10	-6	-1	x	-7
- CC(=O)Nc1ccc(-c2csc(Nc3ccc(Cl)cn3)n2)cc1
    x	x	-17	-3	-35	-4	2	9
- CN(CC(=O)NC(=O)NC1CCCCC1)Cc1ccccc1
    8	-5	-35	-2	-61	-1	0	-20
- C[C@H]1CN([C@@H](C)CO)C(=O)c2cccc(NC(=O)Nc3ccc(C(F)(F)F)cc3)c2O[C@@H]1CN(C)C(=O)Nc1cccc2ccccc12
    16	-1	-5	-7	x	-1	8	33
- CC(=O)Nc1ccc(OCCOc2ccc(/C=C3/C(=N)N4C=CSC4=NC3=O)cc2)cc1
    -1	-1	10	-4	-11	2	18	0

# One compound at a time (already shown). Order of values: PGC1a acetyl inh | PglD DTNB | EWS-Fli block | S100A4 inh HTS | PAX8 reporter | ERAP1 inh | FN deposition inh | LGR2 inh
# Record of CN(CC(=O)NC(=O)NC1CCCCC1)Cc1ccccc1 : 8 | -5 | -35 | -2 | -61 | -1 | 0 | -20
# Record of CC(=O)Nc1ccc(OCCOc2ccc(/C=C3/C(=N)N4C=CSC4=NC3=O)cc2)cc1 : -1 | -1 | 10 | -4 | -11 | 2 | 18 | 0
# Record of C[C@H]1CN([C@@H](C)CO)C(=O)c2c(c3ccccc3n2C)-c2ccccc2CO[C@H]1CN(C)C(=O)CCC(F)(F)F : 0 | 3 | 2 | 2 | -23 | 1 | 2 | 4
# Record of CC(=O)Nc1ccc(-c2csc(Nc3ccc(Cl)cn3)n2)cc1 : x | x | -17 | -3 | -35 | -4 | 2 | 9
# Record of COc1ccc(CN(C)C[C@@H]2Oc3ccc(NC(=O)CCN4CCOCC4)cc3C(=O)N([C@H](C)CO)C[C@H]2C)cc1 : 0 | -1 | 2 | -10 | -6 | -1 | x | -7

# Screening results deposited in PubChem by Broad Institute.
